TPT1 inhibitor = Candida albicans TPT1 enzyme inhibitors, primary screen, biochemical, fluorescence polarization. tRNA 2'-phosphotransferase TPT1 (Candida albicans SC5314). recombinant caTPT1, FP RNA substrate dephosphorylation. inhibition, % at 5 µM. actives 0.81% (n = 300,000);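 active = inhibition above the mean of all tested compounds plus 3 SD, set per screening campaign, cut at about 24% in these data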;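 note: plate controls were DMSO alone for no effect and ferristatin control at 100 nM for full effect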
Efflux pump mplx = inhibitors of Candida efflux pumps in yeast, primary screen, S. cerevisiae, Nile Red, multiplex | actives 0.44% (n = 330,000) | inhibition, % at 10 µM | S. cerevisiae Candida pump triplex;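 active = plate passing quality check with inhibition over a set limit, or well fluorescence over plate mean plus 4 SD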;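 note: Nile Red retained in pooled yeast measured as flow cytometry median fluorescence; 0% = buffer negative control and 100% = Enniatin B positive control; higher means more Nile Red kept so more efflux inhibition; some compounds called inactive have numbers as strong as hits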
PP5 primary = PP5 phosphatase inhibitors, primary screen, biochemical, fluorescence | Serine/threonine-protein phosphatase 5 (Homo sapiens), P53041 | purified PP5c, OMFP substrate fluorescence | inhibition, % at 6.7 µM | actives 0.18% (n = 320,000);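 active = inhibition above the campaign's mean inhibition across all tested compounds plus 3 SD, cut at about 9.5% in these data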;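 note: 0% = DMSO only and 100% = 100 µM cantharidin control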
Target sequence (P53041 whole entry, looked up): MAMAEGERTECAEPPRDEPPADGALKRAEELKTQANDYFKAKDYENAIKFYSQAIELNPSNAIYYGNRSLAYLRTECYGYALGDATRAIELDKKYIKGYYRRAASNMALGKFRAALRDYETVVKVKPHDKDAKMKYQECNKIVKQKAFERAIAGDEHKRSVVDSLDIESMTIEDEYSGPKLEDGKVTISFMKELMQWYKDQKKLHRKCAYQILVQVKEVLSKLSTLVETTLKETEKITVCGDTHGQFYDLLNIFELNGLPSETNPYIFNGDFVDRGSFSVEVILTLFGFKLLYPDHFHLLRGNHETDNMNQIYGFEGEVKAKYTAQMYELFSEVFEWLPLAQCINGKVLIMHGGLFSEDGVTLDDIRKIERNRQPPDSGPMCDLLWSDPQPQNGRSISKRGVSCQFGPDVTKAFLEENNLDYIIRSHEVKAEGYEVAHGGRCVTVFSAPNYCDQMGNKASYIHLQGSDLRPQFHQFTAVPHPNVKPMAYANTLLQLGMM
procasp3 activ = activators of human procaspase-3 D3A mutant, primary screen, biochemical, absorbance, PC-3 D3A mutant, single concentration; Caspase-3 (Homo sapiens), P42574; recombinant procaspase-3 D3A, Ac-DEVD-pNA absorbance 405 nm; activation, % at 8.5 µM; actives 0.11% (n = 330,000); AID 463141, 2010;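 active = activation above the mean of all tested compounds plus 3 SD, cut at about 21% in these data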;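 note: 0% = DMSO alone and 100% = DMSO wells spiked with extra 5 µM PC-3 D3A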
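Test system: Procaspase-3 D3A mutant; medium: Zinc-free HEPES/NaCl buffer with 0.01% Triton X-100 at pH 7.4; reagent: DEVD-pNA substrate; doses: one concentration, 8.5 µM nominal, 0.8% DMSO; times: 1 h preincubation plus 2 h reaction at 25 °C; signal: Epi-absorbance at 405 nm of released p-nitroaniline, 0 and 120 min; replicates: singlicate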
procasp7 counter = procaspase-7 activators, primary screen, counter-screen for procaspase-3 activator project, biochemical, absorbance, HTS, human. AID 463210, 2010. recombinant procaspase-7, Ac-DEVD-pNA absorbance 405 nm; D23A/D198A/D206A triple mutant, cannot self-cleave; scale: DMSO 0, 5 µM enzyme 100. actives 0.093% (n = 330,000). activation, % at 8.5 µM;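 active = percent activation above the screen-wide mean plus 3 SD, cut at about 25% in these data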
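Assay system: Uncleavable procaspase-7 mutant enzyme | Input: 2 µM procaspase-7 mutant as dispensed | Timing: 1 h compound preincubation, 2 h substrate cleavage, 25 °C | Repeats: One well per compound | Control set: DMSO wells as 0%, DMSO with 5 µM added PC-7 as 100% | Technique: Epi-absorbance of released pNA at 405 nm, two timepoints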
PP1 inh = PP1-alpha phosphatase inhibitors, primary screen, counter-screen for PP5 inhibitor project, biochemical, fluorescence, OMFP substrate, single point | purified PP1alpha | inhibition, % at 6.7 µM | actives 0.9% (n = 320,000) | Serine/threonine-protein phosphatase PP1-alpha catalytic subunit (Homo sapiens), P62136;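 active = inhibition above the mean inhibition of all tested compounds plus 3 SD, computed separately for each screening campaign, cut at about 15% in these data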
Target sequence (P62136 whole entry, looked up): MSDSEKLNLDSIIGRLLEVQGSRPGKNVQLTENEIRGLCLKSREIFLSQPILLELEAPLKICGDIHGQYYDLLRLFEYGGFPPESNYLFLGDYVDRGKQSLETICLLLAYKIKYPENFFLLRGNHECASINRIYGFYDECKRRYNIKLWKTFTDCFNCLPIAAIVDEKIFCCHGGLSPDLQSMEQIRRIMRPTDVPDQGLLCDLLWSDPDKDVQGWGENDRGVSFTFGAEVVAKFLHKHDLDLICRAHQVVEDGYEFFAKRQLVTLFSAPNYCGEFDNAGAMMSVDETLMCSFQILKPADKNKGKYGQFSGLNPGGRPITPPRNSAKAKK
GASC-1 inh = inhibitors of GASC-1 histone demethylase, primary screen, biochemical, fluorescence, DELFIA europium | actives 0.069% (n = 330,000) | Lysine-specific demethylase 4C (Homo sapiens), Q9H3R0 | AID 2099, 2009 | inhibition, % at 2.35 µM | GST-JMJD2C(1-420) H3K9me3 demethylation;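 active = more than half of a compound's replicate wells show inhibition beyond 50%, single wells judged on their own value; inconclusive = some, but no more than half, of replicates pass 50% inhibition; inactive = no replicate passes 50% inhibition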;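 note: signal counts dimethyl H3K9 product captured on neutravidin plate; 0% = median of DMSO wells and 100% = 0.3 times that DMSO median; strong numbers were not always called active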
Fh CTSL1 inh = Fasciola hepatica cathepsin L1 inhibitors, primary screen, counter-screen for PFM18AAP inhibitor project, biochemical, QFRET, fluorogenic peptide substrate; recombinant F. hepatica cathepsin L1, Z-Leu-Arg-MCA fluorescence; inhibition, % at 5.96 µM; actives 0.49% (n = 300,000);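 active = inhibition above the mean of all tested compounds plus 3 SD, set per screening campaign, cut at about 17% in these data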;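 note: 0% = plate median of test compound wells and 100% = 1 µM Z-Phe-Ala-diazomethylketone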
HCV core dimer = inhibitors of HCV core protein dimerization, primary screen, biochemical, TR-FRET, high-throughput. actives 0.33% (n = 300,000). inhibition, % at 5 µM. TR-FRET GST/Flag-core106 dimerization, 1536-well;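 active = inhibition above the mean of all tested compounds plus 3 SD, set per screening campaign, cut at about 45% in these data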
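Assay system – GST-tagged and Flag-tagged HCV core protein residues 1-106 · Quantity – core106 proteins, GST 13.5 nM and Flag 17 nM · Benchmarks – unlabelled core106 and no-GST-core106 wells · Read-out basis – percent inhibition of core106 dimerization signal · Detection – time-resolved FRET, ex 340 nm, em 617 and 671 nm · Schedule – 4 h at 22.5 °C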
The depositor's hits bear a star; ? = inconclusive; . = not tested or not shown; & = joins results of further samples.

SMILES	TPT1 inhibitor	Efflux pump mplx	PP5 primary	procasp3 activ	procasp7 counter	PP1 inh	GASC-1 inh	Fh CTSL1 inh	HCV core dimer
Cc1csc(N(C(=O)Cc2ccccc2F)c2ccccc2)n1	1	0.1	1.8	5	8	2	3	-2	0
COc1cccc(/C=C/c2ccccn2)c1O	0	0.1	0.7	1	0	-3	-1	-1	0
Cc1c(C(=O)NC2CC(=O)N(c3ccc4c(c3)OCCO4)C2)cccc1[N+](=O)[O-] (stereo unspecified)	2	0.1	-1.6	-16	2	-3	-9	4	-2
CC(=O)N(CCC(c1ccco1)C(C)C)Cc1ccc(OC(C)C)cc1 (stereo unspecified)	5	-0.2	-2.4	-5	1	-2	6	17*	4
CN1CCN(C(=S)C(=O)Nc2ccc(Br)cc2)CC1	3	-0.1	0.7	-30	-41	-1	27	-3	0
COc1ccc(C(C)C)cc1S(=O)(=O)N1CCC(C(=O)N2CCN(C)CC2)CC1	-2	0.1	-0.4	5	-10	-3	1	1	-1
CC(C)NS(=O)(=O)c1ccc2c(c1)oc(=O)n2C	-1	-0.1	1.7	3	-2	-3	2	-2	-2
C[C@H](NC(=O)C1CCN(S(=O)(=O)c2ccccc2)CC1)C(=O)NCc1cccc(Cl)c1	-3	0.0	-0.1	2	7	-2	-1	1	-13
COc1ccc(N2CCN(C(C)C(=O)Nc3nnc(C)s3)CC2)cc1 (stereo unspecified)	3	0.2	-1.2	-5	-8	-2	0	4	-7
COc1ccc(NS(=O)(=O)c2cccc(C(=O)NNC(=O)c3ccc(Br)o3)c2)cc1	0	-0.2	-0.4	14	4	-4	?	0	-3
CCn1nc(C)c(C2C(C#N)=C(N)OC3=C2C(=O)CC(C)(C)C3)c1C (stereo unspecified)	-2	0.0	-0.1	-5	-4	0	9	0	-2
c1cnc2c(OCc3nc4ccccc4[nH]3)cccc2c1	-1	0.2	2.7	0	1	-7	3	4	-1
CCc1ccc(C(=O)/C=C/c2ccc([N+](=O)[O-])o2)cc1	13	0.4	5.5	-9	-8	11	0	5	24
O=C(CN1CCN(CC(=O)Nc2ccccc2Cl)CC1)Nc1ccc2c(c1)OCCO2	-5	-0.1	1.4	4	-3	-1	2	4	-1
O=S(=O)(N/N=C/c1ccc(N2CCOCC2)cc1)c1ccc(Br)cc1	0	-0.1	1.0	0	3	-2	-3	3	0
Cc1ccccc1C(=O)Oc1ccc(-c2csnn2)cc1	4	0.1	3.3	-6	0	-9	22	-1	1
CC(=O)N1CCN=C1SCc1ccc(C(F)(F)F)cc1	0	0.1	1.3	-2	3	1	0	-4	3
COc1ccc(CCNC(=O)CSc2nc(O)c(CC(C)C)c(=O)[nH]2)cc1OC	1	-0.1	-0.5	-2	14	0	14	0	3
COCCCN(CC(=O)O)S(=O)(=O)c1ccccc1	-1	-0.1	0.8	-9	1	-4	-5	-5	-6
O=C1CSC(=Nc2ccc(Cl)cc2)N1Cc1cccnc1	0	0.0	-0.7	9	5	-4	0	-2	1
COc1ccc(CN2C(=O)NC(C)(c3ccc(C)cc3)C2=O)cc1F (stereo unspecified)	9	-0.1	0.5	7	4	1	-3	-3	4
CC(NC(=O)/C(C#N)=C/c1ccco1)c1ccccc1 (stereo unspecified)	2	0.0	0.0	3	7	-2	2	36*	0
CC(=O)NCC1CCCN(C(=O)c2ccc(OC3CCN(Cc4ccccn4)CC3)cc2)C1 (stereo unspecified)	2	0.3	-0.2	-2	1	-5	22	-2	-11
COc1ccc(C2=NS(=O)(=O)N(C)C(C(=O)N3CCOCC3)=C2)cc1	-1	0.0	-1.4	4	-9	1	-1	2	0
CCOc1ccccc1NC(=S)NC1CC2CCC1C2 (stereo unspecified)	-1	1.1*	1.6	-10	-10	-9	-16	-5	-3

Next section
SMILES	TPT1 inhibitor	Efflux pump mplx	PP5 primary	procasp3 activ	procasp7 counter	PP1 inh	GASC-1 inh	Fh CTSL1 inh	HCV core dimer
O=C1c2ccccc2C(Nc2ccc(S(=O)(=O)N3CCCCC3)cc2)N1c1ccccn1 (stereo unspecified)	4	0.1	1.1	1	5	1	53	-1	13
CCCNC(=O)/C(=C/c1cn(S(=O)(=O)N(C)C)c2ccccc12)NC(=O)c1ccc(OC)cc1	-1	0.1	-2.2	-5	-7	-1	6	1	4
O=C(Nc1ccccc1)C1=C[C@@H](c2ccc(Br)cc2)C[C@@H](OCCCCO)O1	-4	0.0	2.5	6	4	-1	11	0	8
COc1ccc(N2CCN(CC(O)COc3cc(C)cc(C)c3)CC2)cc1 (stereo unspecified)	1	0.0	3.7	-8	-16	-4	-13	-6	9
COc1ccccc1CC(=O)NC1CCN(Cc2ccccc2)CC1	-2	0.5	1.4	-1	-4	-2	-4	-8	-12
O=C(Cn1ncc(Cl)c(Cl)c1=O)c1ccc2c(c1)OCCO2	.	0.2	.	-9	3	.	8	.	.
CC1CCCN(C(C(=O)NC2CCCCC2)c2cc3c(cc2[N+](=O)[O-])OCO3)C1 (stereo unspecified)	1	0.7	3.7	1	8	2	8	0	6
CC(CNC(=O)CN1C(=O)COc2ccc(S(=O)(=O)N3CCCCC3)cc21)c1ccccc1 (stereo unspecified)	2	0.1	3.4	3	5	-3	-5	5	-7
COc1cc(/C=C/C(=O)O)cc(S(=O)(=O)Nc2ccccc2Oc2ccccc2)c1OC	-2	-0.1	-1.0	-5	7	-2	-2	21*	-1
Cc1ccc(NC(=O)CCC(=O)c2cccs2)c(Br)c1	0	0.2	-1.1	0	4	-4	-3	1	5
c1ccc(-n2nnnc2-c2cccnc2)cc1	3	-0.1	-0.3	-5	1	0	-10	-4	1
COC(=O)CSc1cc(C)nc(NC(C)=O)n1	-3	0.1	0.5	4	-3	-6	1	-3	3
O=C(CCc1ccccc1)OCC(=O)c1ccc([N+](=O)[O-])cc1	2	0.1	5.1	-21	-30	-3	16	-1	6
Cc1ccc(NC(=O)CN(c2ccccc2F)S(C)(=O)=O)cc1	-1	-0.1	-1.3	-7	2	0	3	-4	-7
CCc1nccn1CCC(=O)NC1CC(C)(C)Cc2c1cnn2-c1cccc(F)c1 (stereo unspecified)	-1	-0.1	-0.6	-8	17	2	-3	-2	8
CCCCN(C)CCNC(=O)c1cc2cc3ccc(OC)cc3nc2o1	-2	0.1	1.2	-1	0	-2	-11	0	0
CCN(CC)CCNC(=O)c1ccc(NC(=O)c2ccccc2-c2ccc(C(F)(F)F)cc2)cc1	0	0.1	0.7	2	12	2	-1	-3	-14
COc1ccc(-c2nnc(NC(=O)c3ccco3)s2)cc1	0	-0.1	0.0	0	0	8	2	-1	-2
CCN(CC)CC(=O)Nc1ccc(C)cc1Br	-1	0.1	3.4	-10	-2	0	-2	-4	-2
Cc1nnc(SCC(=O)N2CC(=O)Nc3ccccc32)n1Cc1ccccc1	-8	0.1	1.4	10	7	-3	3	-2	-3
COc1ccc(NC(=O)c2cccnc2SC)cc1S(=O)(=O)N1CCCCC1	-2	-0.3	1.0	14	-1	1	1	-4	-5
CN1CCN(CC(O)COc2ccccc2)CC1 (stereo unspecified)	0	-0.3	0.0	3	6	1	3	-5	0
CCn1c(CCC(=O)Nc2nc3c(s2)CCCC3)nc2cc(S(=O)(=O)N(C)C)ccc21	3	0.1	0.9	-3	3	-1	56&15	-1	3
CCN(C(=O)CN1C(=O)NC(CCSC)C1=O)C1CCS(=O)(=O)C1 (stereo unspecified)	.	-0.1	0.3	-9	0	-8	2	.	.
CC(C)(C)OC(=O)C(Cc1ccc(OC(C)(C)C)cc1)NC(=O)CNC(=O)OCc1ccccc1 (stereo unspecified)	-8	0.0	5.4	6	-6	-1	12	4	-5

Following part.
SMILES	TPT1 inhibitor	Efflux pump mplx	PP5 primary	procasp3 activ	procasp7 counter	PP1 inh	GASC-1 inh	Fh CTSL1 inh	HCV core dimer
Cc1c(C(=O)OCC(=O)N2C(C)CCCC2C)oc2ccccc12 (stereo unspecified)	-2	-1.1	1.4	1	3	1	1	-1	-2
CCN(CC)C(=S)SCC(=O)Nc1nc(=O)c2ccccc2s1	-1	0.1	3.4	-14	-16	-4	1	-5	9
COc1ccc2[nH]c(C(=O)N3CCC(CO)(Cc4cccc(C(F)(F)F)c4)CC3)c(C)c2c1	-3	0.3	7.6	-2	-10	2	-2	5	8
COc1ccc(OCC(O)CNC(=O)Nc2ccc(C(C)(C)C)cc2)cc1 (stereo unspecified)	1	0.0	5.1	-1	1	-5	9	5	-8
N#Cc1cccc(C(=O)OCC(=O)c2ccc3c(c2)NC(=O)CO3)c1	3	0.0	1.2	1	0	-2	-6	-7	4
CCn1c2ccccc2c2nc3ccccc3nc21	-2	-0.1	0.9	-10	4	-1	17	3	5
C=CCOc1cccc(C2C(C(=O)c3ccc(C)o3)=C(O)C(=O)N2CCCn2ccnc2)c1 (stereo unspecified)	1	-0.1	-0.1	-31	-46	17*	4	0	9
O=C(Cn1cnc([N+](=O)[O-])c1)NCCc1ccccc1	0	-0.2	-0.8	-4	-1	-3	-4	-2	14
Cc1ccccc1-n1c(=O)c2ccccc2n2c(=O)[nH]nc12	-5	-0.1	-0.6	6	2	-2	-8	-1	-3
CCOC(=O)CCNC(=O)N1CCCC(C(=O)c2ccc3c(c2)OCO3)C1 (stereo unspecified)	-2	0.0	3.5	1	7	-1	3	-1	-4
CSCCC(NS(=O)(=O)c1ccccc1)C(=O)OCc1cc(=O)oc2cc(O)ccc12 (stereo unspecified)	1	0.2	2.0	-6	-1	-12	?	-9	4
O=C(CS(=O)CC(=O)N(c1ccccc1)C(C(=O)NC1CCCCC1)c1ccco1)Nc1ccc(F)cc1 (stereo unspecified)	3	0.3	-0.9	-6	3	0	3	2	1
